High-throughput results as filed in PubChem.
SMN2 splice enh = SMN2 splice variant enhancement. AID 1458. Potency, µM (highest dose often 46.1 µM), inactives show top-dose activity change, positive = activation, usual class: activators. HEK293 SMN2-luciferase splicing reporter, luminescence, 30-36 h. 2.8% of 210,000 active; also: potency is read from the fitted curve at half-maximal effect; % of control where 0% means no effect; nearly all actives have a fitted effect of over 55% in size
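HEK293 cells carry an SMN2 […]–luciferase reporter in which exon 7 inclusion puts luciferase in frame. Cells were plated 10-12 h before compound addition, then incubated 30-36 h at 37C. ONE-Glo luminescence was read; sodium butyrate at 4.5 mM final served as control.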
HTT cytoprotect = protects HTT-Q103 PC12 cells, measured by ATP | PC12 HTT-Q103 induced, cytoprotection, ATP luminescence, 40 h | Potency, µM (top dose mostly 56.4 µM), for the others: cytoprotection (ATP increase), hits mostly activators | 0.14% of 230,000 active | AID 1471;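 also: potency is read from the fitted curve at half-maximal effect; % of control where 0% means no effect; nearly all actives have a fitted effect of over 45% in size; toxic huntingtin expression switched on by the ecdysone agonist tebufenozide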
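Huntington model: PC12 line, ecdysone-inducible HTTQ103 exon1–GFP, tebufenozide 100 nM. Test articles in a dose series. Endpoint luminescence from cellular ATP.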
HttQ103 aggreg = inhibitors of mutant huntingtin aggregate formation in PC12 cells. PC12 HttQ103-GFP aggregates, Acumen cytometry, 40 h. Potency, µM (titrated, usually from 46.1 µM), for inactives: at the highest dose activity change, negative = inhibition, hits mostly inhibitors. AID 1688. 1.1% of 220,000 active; also: potency is read from the fitted curve at half-maximal effect; % is scaled to controls: 0 for no effect and ±100 for the full control effect; nearly all actives have a fitted effect of over 60% in size
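Using laser scanning cytometry, GFP-positive aggregates were counted after lysis of PC12 cells induced with 100 nM tebufenozide to express HTT exon 1 Q103–GFP. Compounds were tested in titration.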
Luc counter = blocks Kinase-Glo luciferase, a counter-screen artifact | Q27757 | 0.28% of 200,000 active | Potency, µM (highest dose often 38.3 µM), for inactives: at the top dose activity change, negative = inhibition, most hits filed as inhibitors | Kinase-Glo luciferase, ATP luminescence, 8 min; also: potency is read from the fitted curve at half-maximal effect; % is scaled to controls: 0 for no effect and ±100 for the full control effect; nearly all actives have a fitted effect of over 60% in size
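Luminescence was the read-out, taken after 8-minute incubation at ambient temperature. Luciferase turned over luciferin with 10 uM ATP in imidazole pH 7.2 buffer containing KCl, MgCl2, Tween 20 and BSA.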
CBFb RUNX1 block = blocks binding between human CBF-beta and RUNX1 | Q01196+Q13951 | AlphaScreen CBFb-His/RUNX1-biotin binding, biochemical | Potency, µM (series often up to 59.8 µM), without a hit: at the top dose activity, negative = inhibition, hits mostly inhibitors | 230,000 tested, under 10 active | AID 1477; also: % of control where 0% means no effect
Target sequence (Q01196 whole entry, looked up): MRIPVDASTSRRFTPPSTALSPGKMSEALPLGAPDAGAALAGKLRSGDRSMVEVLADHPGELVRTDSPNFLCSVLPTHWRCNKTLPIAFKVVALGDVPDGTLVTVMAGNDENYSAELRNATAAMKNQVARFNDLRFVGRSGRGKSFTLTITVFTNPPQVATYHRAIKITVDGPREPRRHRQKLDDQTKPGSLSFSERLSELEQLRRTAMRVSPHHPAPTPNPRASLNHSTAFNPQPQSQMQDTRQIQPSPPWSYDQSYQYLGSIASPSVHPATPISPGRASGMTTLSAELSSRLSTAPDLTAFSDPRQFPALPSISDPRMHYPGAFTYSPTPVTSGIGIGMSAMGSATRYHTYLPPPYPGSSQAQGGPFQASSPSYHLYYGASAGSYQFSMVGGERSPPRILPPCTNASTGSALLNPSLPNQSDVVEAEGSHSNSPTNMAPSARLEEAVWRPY
Target sequence (Q13951 whole entry, looked up): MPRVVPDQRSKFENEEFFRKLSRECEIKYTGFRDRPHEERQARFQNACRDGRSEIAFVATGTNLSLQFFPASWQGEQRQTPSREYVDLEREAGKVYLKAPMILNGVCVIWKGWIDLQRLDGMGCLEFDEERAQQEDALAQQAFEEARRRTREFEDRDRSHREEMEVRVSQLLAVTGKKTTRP
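Compounds were screened at multiple concentrations against a preformed CBF-beta(His)/RUNX1(biotin) complex (30 nM of each) for 15 min at room temperature, followed by 90 min with nickel and streptavidin beads and AlphaScreen reading.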
IMPase Li inh = cell-permeable IMPase inhibitors with lithium potentiation. CHO-M1 cells, IP1 TR-FRET (IP-One), carbachol + lithium. Potency, µM (titrated, usually from 59.4 µM), without a hit: at the top dose activity, negative = IMPase inhibition, most hits filed as inhibitors. 0.35% of 210,000 active. AID 1457;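 also: IP1 builds up when IMPase is blocked and the TR-FRET signal falls; potency is read from the fitted curve at half-maximal effect; plate controls were basal vehicle for no effect and high inhibitor control for full effect; nearly all actives have a fitted effect of over 50% in size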
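Readout is a homogeneous TR-FRET IP1 immunoassay (Ex 320, Em 665 and 620), where raised cytosolic IP1 lowers signal. Cells were CHO-M1 treated 30 min at 37C with test compounds plus a little lithium; AC50 values came from Hill-equation fitting.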
LMNA splice mod = LMNA splicing modulation | Potency, µM (highest dose often 46.1 µM), inactives show top-dose ratio change, negative = inhibition, most hits filed as inhibitors | 0.01% of 200,000 active | AID 1487 | HeLa LMNA splicing GFP/RFP minigene ratio, 48 h; active = well fitted inhibition curve with a large enough effect in the signal ratio, with a control signal flat, not every such curve was filed as active; inconclusive = small, poorly fitted or top-dose-only effect, or effect the other way, or a change in a side signal; the % refers to the signal ratio; also: potency is read from the fitted curve at half-maximal effect; % is scaled to controls: 0 for no effect and ±100 for the full control effect
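S3 HeLa cells stably expressing lamin A-EGFP splicing minigene plus DsRed2, 600 cells/well, 48 h compound exposure at 37C. Laser-scanning cytometry; analysed as GFP (500-530 nm)/RFP (575-640 nm) total intensity ratio; 0.5% DMSO vehicle.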
* hit, by the source's call; ? = inconclusive; nt = not tested or not shown; & = joins results of further samples; [ ] = dose if it differs, or a comment. Unless noted, calls follow the shape of the dose curve; as a rule, active = well fitted curve in the direction sought with a large enough effect; inconclusive = small, poorly fitted or top-dose-only effect, or another doubt; inactive = no such curve, though single readings can be large; an effect the other way counts as inactive or inconclusive.

The line under a structure holds: SMN2 splice enh | HTT cytoprotect | HttQ103 aggreg | Luc counter | CBFb RUNX1 block | IMPase Li inh | LMNA splice mod
N=c1ncn(CC(O)CO)c2nc(N3CCOCC3)[nH]c12 (stereo not given)
→ -2% | 6% | 1%[9.22 µM] | 0% | 1% | 22%[38.3 µM] | -1%
COc1ccc(Br)cc1/C=N/NC(=O)c1nc(-c2ccccc2)n2c1CCCCC2
→ 14% | -6% | -9% | -1% | -2% | 19%[38.3 µM] | 4%
COc1ccc(C(=O)Nc2cnc3sc(C)nn3c2=O)cc1
→ ? | -25% | 11% | -4% | -2% | -1% | 10%[46 µM]
O=C(NCC(c1cccnc1)N1CCN(c2ccccc2)CC1)c1ccc2c(c1)OCO2 (stereo not given)
→ -70%[inhibitor] | 2% | -26% | -1% | -4% | 12%[38.3 µM] | ?
COc1ccc(OC)c(Nc2ncnc3sc(-c4ccccc4)cc23)c1
→ 11% | -8%[10 µM] | 7% | 1% | 4% | ? | -4%
CCOC(=O)Cc1ccc(NCc2ccc(Cl)cc2)cc1
→ -7% | -24% | 5% | 2% | 4% | 4% | nt
O=C(Nc1nc2cc3c(cc2s1)OCCO3)c1cccc(S(=O)(=O)N2CCOCC2)c1
→ -46%[inhibitor] | -25%[10 µM] | -15% | 0% | 8% | 2%[38.3 µM] | ?
CC(C)C(=O)c1cc2c(cc1NC(=O)c1cccs1)OCCO2
→ -26% | -3% | 1% | -3% | -2% | 8%[38.3 µM] | -6%
CCN(CC)C(=O)Oc1nnc(SC(C)C)n1-c1ccc(Cl)c(Cl)c1
→ nt | -3%[10 µM] | 3%[9.22 µM] | nt | 8% | nt | nt
O=C(Nc1ccc(-c2csc(Nc3ccccc3)n2)cc1)c1cccc(C(F)(F)F)c1
→ nt | 16%[10 µM] | 2%[9.22 µM] | nt | 19% | nt | nt
C=CCc1ccc(OCCOCCOc2ccc(C)cc2[N+](=O)[O-])c(OC)c1
→ -9% | -11% | -18% | -1% | 8% | 9%[38.3 µM] | 9%
COc1ccc(NS(=O)(=O)c2cnc[nH]2)cc1
→ 10% | -58%[inhibitor] | 2% | 0% | 0% | 8% | -2%[46 µM]
COc1cc2c(cc1NC(=O)c1cccc([N+](=O)[O-])c1)oc1ccccc12
→ -7% | 9%[10 µM] | -26% | -3% | -13% | 27%[38.3 µM] | -17%
O=S1(=O)CCC(N=Nc2c(O)n(Cc3ccccc3)c3ccccc23)C1 (stereo not given)
→ nt | 26%[10 µM] | 3%[9.22 µM] | nt | -10% | nt | nt
O=C1CC(c2ccco2)CC(O)=C1C=Nc1ccccc1-c1ccccc1 (stereo not given)
→ 4% | -81%[inhibitor] | ? | 3% | -2% | 14% | 8%[46 µM]
C#CCn1c(=NC(=O)c2ccc(S(=O)(=O)N3CCCc4ccccc43)cc2)sc2cc(S(N)(=O)=O)ccc21
→ -4% | -16%[10 µM] | 18% | 0% | -11% | -8% | ?
CCOC(=O)c1ccc2cccc(C)n2c1=O
→ -27% | -6% | -7% | -6% | -4% | -1%[38.3 µM] | -3%
COC/C=C/C1=CC2=CC(=O)C(C)(OC(=O)c3cnc4ccccc4n3)C(=O)C2=CN1c1ccc(CO)cc1 (stereo not given)
→ -2%[9.22 µM] | -9%[10 µM] | nt | -3%[7.66 µM] | -20%[13.1 µM] | 4% | -2%[9.22 µM]
CNC(=O)NCC12CC3CC(CC(C3)C1)C2
→ -13% | -11%[10 µM] | 16%[9.22 µM] | -3% | 2% | -6%[38.3 µM] | 2%
O=S(=O)(c1ccc2ccccc2c1)N(CC(O)CN1CCOCC1)c1ccccc1 (stereo not given)
→ ? | 11% | 19% | -3% | 2% | 5%[38.3 µM] | ?
O=C1c2ccsc2SCCN1Cc1c(Cl)cccc1Cl
→ -8% | -99%[inhibitor][10 µM] | 22µM* | -2% | -7% | 28%[38.3 µM] | -1%
O=C1C2C3C=CC(C3)C2C(=O)N1c1ccc(N2CCN(c3ccccn3)CC2)c([N+](=O)[O-])c1 (stereo not given)
→ -73%[inhibitor] | -119%[inhibitor] | ? | 1% | ? | ? | -14%[46 µM]
COc1nn(-c2nc(-c3ccccc3)cc(C(F)(F)F)n2)cc1[N+](=O)[O-]
→ -1% | -4%[10 µM] | 1% | 0% | 6% | 1% | ?
Cc1ccc(NC(=O)Cn2cccc2)c(C)c1
→ -4% | -4% | 22% | -1% | 5% | 11%[38.3 µM] | 10%
Cc1sc(NC(=O)C2C3CCC(C3)C2C(=O)O)c(C(N)=O)c1-c1ccc(C(C)(C)C)cc1 (stereo not given)
→ -51%[inhibitor] | 19%[10 µM] | -27% | -2% | -1% | -2% | ?
COc1cccc(/C=N/NC(=O)CNC(=O)c2ccc3c(c2)OCCO3)c1O
→ -15% | 0%[10 µM] | 35µM* | -2% | -1% | -1% | ?
COc1ccc(N2Cc3ccccc3C2)cc1Cl
→ ? | -14%[10 µM] | 12% | -4% | 1% | 10%[38.3 µM] | -8%
COc1cc2ccc(=O)oc2cc1OCC(O)C(C)(C)O (stereo not given)
→ nt | -10%[10 µM] | -15%[9.22 µM] | nt | 3% | nt | nt
CCOC(=O)c1nc(C)nc(Sc2n[nH]c(-c3ccc(C(C)(C)C)cc3)n2)c1C
→ nt | 1%[10 µM] | -13%[9.22 µM] | nt | 5% | nt | nt
COc1ccc(CC(=O)Nc2cccc(C(=O)Nc3ccccc3C(=O)O)c2)cc1OC
→ 7% | 16%[10 µM] | -7% | -2% | -3% | -12% | -12%
CC1CCC(N(CCCN)Cc2ccco2)CC1C (stereo not given)
→ -4% | nt | -3% | -1% | 6% | 14% | nt
COc1ccc(-c2cc(COc3ccccc3)on2)cc1
→ ? | -62%[inhibitor] | -5% | 6% | 7% | 9% | nt
c1ccc(N2CCCCC2)c(Nc2nc3ccccc3n3cnnc23)c1
→ nt | 19%[10 µM] | -9%[9.22 µM] | nt | -3% | nt | nt
Cc1ccc(CSc2ncnc3c2cnn3Cc2ccccc2)cc1
→ -16% | -6% | 20% | -4% | 7% | 19%[38.3 µM] | -29%
O=C(NCc1ccco1)c1ccc(N2CCOCC2)c([N+](=O)[O-])c1
→ -9% | -34%[inhibitor] | 7%[9.22 µM] | 2% | 3% | 5% | 8%[46 µM]
COc1ccc(OC)c(S(=O)(=O)NCCc2cn3ccsc3n2)c1
→ 12% | 9%[10 µM] | 7% | -1% | -1% | 5% | -5%
O=C(O)COc1ccccc1/C=N/NC(=O)CSc1nc2ccccc2n1Cc1ccc(Cl)cc1
→ nt | 14%[10 µM] | 7%[9.22 µM] | nt | -7% | nt | nt
Cc1ccc(NC(=O)COC(=O)c2cccc(N3C(=O)c4ccccc4C3=O)c2)cc1
→ nt | 27%[10 µM] | 2%[9.22 µM] | nt | 12% | nt | nt
CCOC(=O)c1ccc(Nc2ncnc3nc[nH]c23)cc1
→ 10µM* | -6% | -20% | -7% | 1% | 4%[38.3 µM] | 0%
CNC(=O)Nc1cccc(NC(=O)NC)n1
→ -11% | -6% | 30% | 7% | 3% | -10%[38.3 µM] | 13%
CCCCn1c(C)csc1=Nc1cccnc1
→ -3% | 15%[10 µM] | 16% | 0% | -8% | 10% | 3%
O=C(CCn1c(=O)[nH]c2ccccc2c1=O)N1CCN(c2cccc(C(F)(F)F)c2)CC1
→ -10% | -45%[inhibitor] | -8% | -2% | -3% | 9%[38.3 µM] | ?
CCCC(=O)Nc1cc(-c2nnc(OC)c3ccccc23)ccc1N1CCCCC1
→ -23% | -4%[10 µM] | -3% | -2% | 8% | -1% | 2%
Cc1ccc(C)c(N/N=C2\CCCNC2=O)c1
→ 24% | 3%[10 µM] | -4% | -1% | -10% | 1% | 3%
CCN(CC)CCCN1C(=O)c2oc3ccccc3c(=O)c2C1c1cccnc1 (stereo not given)
→ -8% | -8% | 7% | 0% | 8% | 2%[38.3 µM] | 3%
CCOC(=O)CNc1nc(Cl)nc(NC(C)(C)C)n1
→ 3% | -7% | 3% | -3% | 9% | 3% | -6%[9.22 µM]
COC(=O)c1cn(C(=O)c2ccco2)c2ccccc12
→ -17% | -9% | -4% | -6% | 4% | -6%[38.3 µM] | 4%
OC1CCN(c2cc(-c3ccccc3)nc3cc(-c4ccc(F)cc4)nn23)CC1
→ -3% | -5%[10 µM] | -17%[9.22 µM] | 6% | 11% | 1% | ?
COc1ccc(COc2cc(-c3cccc(OC)c3)nc3ccc(NC(=O)c4ccccc4)cc23)cc1
→ -2% | -139%[inhibitor] | ? | 0%[39.9 µM] | 3%&2% | 12%&0% | ?
O=C(Cc1ccc([N+](=O)[O-])cc1)Nc1ccc(Cl)cc1
→ -14% | -32%[inhibitor] | ? | -1% | -3% | 9% | ?
CCCc1nc(SC)[nH]c(=O)c1C
→ nt | 21%[10 µM] | 16%[9.22 µM] | nt | 0% | nt | nt
COc1ccc(N2CCN(c3ccc(NC(=O)c4ccc5c(c4)OCO5)cc3C#N)CC2)cc1
→ 15% | 3% | -11% | -1% | -5% | ? | 2%
Cn1c(Cl)c(C(=O)Nc2ccc(Cl)cc2)c2ccccc21
→ 20% | -33% | 0% | -4% | 5% | 3%[38.3 µM] | 17%
CC1=CN2CC(O)CN=C2C=C1 (stereo not given)
→ -1% | 16%[10 µM] | -18% | -3% | -3% | 10%[38.3 µM] | 10%
CC(/C=C/c1ccccc1)=N/NC(=O)C(O)c1ccccc1 (stereo not given)
→ 14% | 30%[10 µM] | 1% | 4% | 1% | 5% | -3%
CCOC(=O)CN1CC23C=CC(O2)C(C(=O)NCc2ccc(C)cc2)C3C1=O (stereo not given)
→ -5% | -1% | 3% | 3% | 1% | 5%[38.3 µM] | 3%
Cc1ccccc1CN1CCc2c(OCC(=O)N3CCCCC3)cccc2C1=O
→ -7% | -32% | 3%[9.22 µM] | 3% | 11% | 17% | -18%[46 µM]
CC(C)(C)NC(=O)COc1ccc(CNCc2ccccn2)cc1
→ -10% | -7% | 25% | 2% | -1% | 15% | nt
Cc1ccc(/C=C/c2nc3ccccc3c(=O)n2CCc2ccccc2)cc1
→ -46%[inhibitor] | 1%[10 µM] | -17% | -3% | -1% | 11% | ?
COC(=O)/C=c1/s/c(=C(/C#N)C(=O)NCc2ccccc2)n(-c2ccccc2)c1=O
→ 1% | -8% | 9% | 1% | 0% | 29%[38.3 µM] | 8%
COc1cc(S(=O)(=O)N(Cc2ccco2)C2CCCC2)ccc1-n1cnnn1
→ nt | 7%[10 µM] | -7% | nt | -3% | nt | 0%
CCCCONc1ncnc2nonc12
→ -10% | nt | -28% | -3% | 3% | 4% | ?
